# Screening data (PubChem)
# SENP1 FRET inh = SENP1 (human) catalytic domain inhibition. Q9P0U3. recombinant SENP1 catalytic domain, CyPet-SUMO1-YPet FRET cleavage. inhibition, % at 10 µM. 0.21% of 360,000 active. AID 624204;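 active = inhibition at least 30% at 10 µM, raw YFP signal under a set limit, fluorescence ratio 0.5 to 1.5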;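 also: 0% = enzyme with DMSO and 100% = no enzyme wells; some results filed as inactive read as strong as hits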
# Target sequence (Q9P0U3 419-644 limits assumed): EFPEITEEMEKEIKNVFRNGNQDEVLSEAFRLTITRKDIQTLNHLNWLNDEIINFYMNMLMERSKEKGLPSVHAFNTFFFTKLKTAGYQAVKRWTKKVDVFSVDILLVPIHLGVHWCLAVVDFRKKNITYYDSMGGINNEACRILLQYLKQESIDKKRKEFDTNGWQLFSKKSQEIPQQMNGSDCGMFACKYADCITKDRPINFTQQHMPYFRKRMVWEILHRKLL
#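 material = recombinant human SENP1 catalytic domain, His6-tagged | quantity = 20 pM enzyme | reagent = 25 nM SUMO1 FRET substrate | compound dosing = 10 µM single point, 0.5% DMSO | timing = 50 min enzyme reaction, room temperature, light-protected | detection = FRET, CFP and YFP emission | control set = no-enzyme low, enzyme-DMSO high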
# MPTP inh = permeability transition pore inhibition. 1.4% of 360,000 active. inhibition, % at 10 µM. isolated mouse mitochondria, Ca2+ swelling absorbance, 30 min;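 active = inhibition of 50% or more, scaled per plate between neutral and stimulator controls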;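 also: 0% = DMSO wells given calcium and 100% = 1 mM EGTA wells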
# SENP6 inh = blocks the human protease SENP6 | Q9GZR1 | Recombinant SENP6 catalytic domain, aminoluciferin luminescence | inhibition, % at 10 µM | 1.8% of 330,000 active;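 active = inhibition above about 50% at the single tested dose, limit read from the data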;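 also: plate controls were DMSO wells with enzyme for no effect and DMSO wells lacking enzyme for full effect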
# hIAP act = increases human intestinal alkaline phosphatase activity; P09923; purified human IAP, CDP-Star luminescence, 30 min; hits give high values; 1 = vehicle-only enzyme, 0 = enzyme-free background; activation factor at 10 µM; 0.16% of 330,000 active;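 active = activation factor of the enzyme at least 2-fold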; also: the source names both 10 and 20 µM as test concentration; values of inactives mirror those of a sister screen read the other way
# GRIN3A LBD mod = modulators (binders) of human NR3A ligand-binding domain; NR3A LBD differential scanning fluorimetry, Tm shift; 0% = protein alone, 100% = glycine-bound protein; Tm shift relative to glycine control, % at 25 µM; 2.5% of 340,000 active; AID 1259313;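 active = melting temperature shift of at least 10% of the positive control shift, at one fixed dose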
# ATG4B inh = ATG4B (human) cysteine protease inhibition; Q9Y4P1; ATG4B cleavage of LC3-PLA2, NBD-HPC fluorescence, 1 h; inhibition, % at 8.33 µM; 0.51% of 340,000 active; AID 504462; in the data active = inhibition above about 40%
# Target sequence (Q9Y4P1 whole entry, looked up): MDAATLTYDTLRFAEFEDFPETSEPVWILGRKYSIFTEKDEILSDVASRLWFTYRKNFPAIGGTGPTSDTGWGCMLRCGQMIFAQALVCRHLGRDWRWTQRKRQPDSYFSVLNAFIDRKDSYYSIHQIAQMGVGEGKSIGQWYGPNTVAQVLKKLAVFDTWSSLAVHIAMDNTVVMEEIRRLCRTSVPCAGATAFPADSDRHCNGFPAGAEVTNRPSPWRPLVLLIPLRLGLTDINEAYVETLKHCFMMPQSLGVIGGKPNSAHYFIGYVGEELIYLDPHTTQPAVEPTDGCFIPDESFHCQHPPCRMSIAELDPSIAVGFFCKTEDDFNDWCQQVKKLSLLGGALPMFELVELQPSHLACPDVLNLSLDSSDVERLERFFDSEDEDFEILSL
# PfG6PD inh = PfG6PD (Plasmodium falciparum) enzyme inhibition | PfGluPho enzyme, NADPH resazurin-diaphorase fluorescence | 0.78% of 350,000 active | inhibition, % at 20 µM | AID 504690;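 active = inhibition reaching at least a set limit at 20 µM in the primary screen, cut at about 59% in these data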;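 also: 0% = DMSO wells with substrate and 100% = DMSO wells lacking glucose-6-phosphate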
# SENP8 inh = SENP8 (human) protease inhibition; recombinant SENP8, Nedd8 substrate fluorescence; inhibition, % at 20 µM; 0.64% of 360,000 active; AID 602440; in the data active = inhibition mostly above about 40%, no sharp cut-off; inactive = mostly below about 27%
# Target sequence (Q96LD8 whole entry, looked up): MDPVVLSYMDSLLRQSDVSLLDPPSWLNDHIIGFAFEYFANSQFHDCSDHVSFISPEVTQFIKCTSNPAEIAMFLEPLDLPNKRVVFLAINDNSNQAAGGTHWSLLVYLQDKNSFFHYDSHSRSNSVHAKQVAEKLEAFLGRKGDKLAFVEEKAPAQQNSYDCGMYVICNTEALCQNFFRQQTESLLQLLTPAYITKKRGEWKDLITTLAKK
# The depositor's hits bear a star; x = not tested or not shown; & = joins results of further samples.
SENP1 FRET inh	MPTP inh	SENP6 inh	hIAP act	GRIN3A LBD mod	ATG4B inh	PfG6PD inh	SENP8 inh	mol
0	-2.4	9	0.97	0	-5	-10	12	O=C(O)c1ccccc1SCC(=O)N1CCOCC1
-38&-45	0.4&20	14	0.8	4&-2	9&14	32&4	-17&-20	C=CCN=c1scc(-c2ccccc2)n1/N=C/c1ccccn1
0	72*	-14	0.76	-2	1	-7	19	CCCCOc1ccc(S(=O)(=O)Nc2cccnc2)cc1
2	-1.3	-17	1	1	3	-8	-53	O=C(COC(=O)c1cc(Br)ccc1O)Nc1cccnc1Cl
3	-2.1	4	0.89	-2	0	-12	14	CN(C(=O)CSc1nnnn1-c1ccc(O)cc1)C1CCCCC1
3	1.5	-21	1.1	0	-3	-5	19	O=C(Cn1c(=O)n(-c2ccc(F)cc2)c(=O)c2sccc21)NC1CCCCC1
-1	0.0	-2	1	-2	2	18	-7	CC(C)NC(=O)NC(=O)CSc1nnc(-c2c[nH]c3ccccc23)o1
0	-2.4	-3	1	0	-2	-2	4	Cc1ccc(C(=O)N2CCN(C)CC2)cc1S(=O)(=O)N1CCCCCC1
7	0.6	-10	1.2	-1	-6	-2	11	CCOC(=O)N1CCC(NC(=O)c2cc(C(=O)Nc3ccc(S(=O)(=O)N4CCOCC4)cc3)ccc2CO)CC1
-36	-2.1	1	0.99	3	-9	2	0	Cc1ccn2c(=O)nc(SCC(=O)Nc3ccc4c(c3)OCCO4)nc2c1
-4	-1.8	-20	0.88	-1	-6	-2	4	CC(C)c1csc(CN2CCC(N3CCC(C(=O)NCC4CCCO4)CC3)CC2)n1 (configuration not stated)
-5	-0.5	-4	0.99	1	-2	12	-14	O=C(c1ccccc1F)N1CCN(Cc2nc3sc4c(c3c(=O)[nH]2)CCCC4)CC1
2	-0.6	-7	1	-1	13	2	29	CCc1ccccc1NC(=S)N(CCN(C)C)C(C)c1ccco1 (configuration not stated)
0	0.8	-13	0.82	0	-1	13	16	C/C(=N\NC(=O)c1cccc([N+](=O)[O-])c1)c1cccs1
-2	-1.2	x	x	1	2	18	17	Cc1ccccc1S(=O)(=O)N1C[C@H]2CON(C)[C@H]2C[C@H]1c1cccc(Oc2ccccc2)c1
0	1.2	4	1.1	-3	-5	-21	-17	O=C1C(=O)N(CCCn2ccnc2)C(c2cccc(Br)c2)/C1=C(\O)c1ccc2c(c1)OCCO2 (configuration not stated)
1	0.9	x	x	1	1	-11	-4	CCCCCn1c(SCC(=O)c2ccccc2)nc2cc(C(=O)NCC3CCCO3)ccc2c1=O (configuration not stated)
2	-1.3	x	x	0	0	3	19	O=c1[nH][nH]c(=O)c2nc(Nc3ccccc3)ncc12
2	1.1	-3	0.9	2	-24	3	11	CCOC(=O)N1CCN(CC(=O)Nc2cc(C)nn2-c2nc3ccccc3s2)CC1
4	0.9	-23	1	-1	-9	-2	0	Cn1c(C(=O)OCC(=O)NCC2CCCO2)cc2sccc21 (configuration not stated)
-2	2.1	-3	1	0	-7	6	4	CC1CCCC(C)N1C(=O)c1ccccc1Nc1ccc(SC(F)F)cc1 (configuration not stated)
1	1.2	-18	0.94	3	-4	26	11	Cc1cc2oc(=O)sc2cc1NS(=O)(=O)c1ccccc1
3	22	-22	1.2	-1	6	-17	7	OC(CN1CCN(Cc2ccccc2)CC1)c1ccc(F)cc1 (configuration not stated)
0	0.7	-8	0.93	-1	11	1	10	COc1ccccc1N1CCN(C(=O)c2ccc(CSc3ccccc3)cc2)CC1

# Compound profiles (already shown):
# CCOC(=O)N1CCN(CC(=O)Nc2cc(C)nn2-c2nc3ccccc3s2)CC1 across the screens: SENP1 FRET inh = 2; MPTP inh = 1.1; SENP6 inh = -3; hIAP act = 0.9; GRIN3A LBD mod = 2; ATG4B inh = -24; PfG6PD inh = 3; SENP8 inh = 11
# OC(CN1CCN(Cc2ccccc2)CC1)c1ccc(F)cc1 (configuration not stated) across the screens: SENP1 FRET inh = 3; MPTP inh = 22; SENP6 inh = -22; hIAP act = 1.2; GRIN3A LBD mod = -1; ATG4B inh = 6; PfG6PD inh = -17; SENP8 inh = 7
# CCCCOc1ccc(S(=O)(=O)Nc2cccnc2)cc1 across the screens: SENP1 FRET inh = 0; MPTP inh = 72*; SENP6 inh = -14; hIAP act = 0.76; GRIN3A LBD mod = -2; ATG4B inh = 1; PfG6PD inh = -7; SENP8 inh = 19

# (listing goes on)
SENP1 FRET inh	MPTP inh	SENP6 inh	hIAP act	GRIN3A LBD mod	ATG4B inh	PfG6PD inh	SENP8 inh	mol
2	2.0	6	1.3	1	12	-14	-365	COc1ccc(/C=N/NC(=O)c2ccccc2O)cc1CN1CCOCC1
-1	-1.3	-9	0.94	-1	0	-13	26	CCn1c(N)nc2c1c(=O)n(C)c(=O)n2C
2	5.4	11	1.1	5	3	-8	24	CO/N=C/NC(=O)c1ccc([N+](=O)[O-])c(CS(=O)(=O)c2ccc(Cl)cc2)c1
-17	-3.4	7	0.84	7	62*	-14	25	O=C(CN1C(=O)/C(=C/c2ccco2)SC1=S)Nc1ccc(C(=O)O)c(O)c1
-2	1.2	-1	0.94	2	11	11	3	Cc1ccccc1CSCC(=O)NCc1ccco1
-2	-1.2	9	1.2	-1	-7	-1	4	CSc1cccc(CNC(=O)C2CCC(=O)N(Cc3cccc(C(F)(F)F)c3)C2)c1 (configuration not stated)
-1	-0.4	-10	1	-5	-4	-2	-3	COc1ccc(CNn2c(-c3ccccc3F)nc3ccccc3c2=O)cc1OC
6	-0.6	2	1.1	-2	1	14	18	CCOc1ccc2nc(SCC(=O)c3ccc(Cl)s3)sc2c1
-1	0.2	x	x	1	-9	7	-10	O=C1OCCN1c1ccccc1
-7	-2.0	-11	0.97	1	3	-4	-273	Cc1ccc(S(=O)(=O)N(C)C)cc1NC(=O)COC(=O)Cc1cccs1
3	0.0	-16	0.92	-1	-20	9	22	COc1cccc(NC(=O)c2ccc(NCCCN3CCC(C)CC3)c([N+](=O)[O-])c2)c1
2	0.4	11	0.75	0	2	-3	-291	O=C(O)c1cn2c3c(ccc(Cl)c3c1=O)OCC2
3	87*	-28	1.1	14*	-8	2	-24	O=C(Nc1ccc(-c2nc3ccccc3o2)cc1)c1ccc(N2CCOCC2)c([N+](=O)[O-])c1
1	0.3	3	0.83	-9	-2	13	-58	Cc1nc(-c2ccc(Cl)cc2)sc1C1(C)CC(c2cccc(Cl)c2)=NO1 (configuration not stated)
-5	12	5	0.79	0	0	21	8	CCN1/C(=C2\C(=O)N(C)C(=S)N2C)C=Cc2ccccc21
1	0.7	21	1	-1	-7	-8	3	Cc1nc2nc(SCC(=O)NCCCN3CCOCC3)nn2c(C)c1Cc1ccccc1
-1	3.8	11	1	5	-14	18	20	CC(=O)Nc1ccc(NC(=O)c2nc(S(=O)(=O)Cc3cccc(C)c3)ncc2Cl)cc1
4	0.1	x	x	0	6	26	10	Nc1ccc(-c2nnn(Cc3ccccc3)n2)cc1
0	0.1	-11	1.2	-4	-22	5	-66	CCOC(=O)CSc1nc2c(sc3ccccc32)c(=O)n1CCCN1CCOCC1
4	0.7	-13	0.92	1	-9	23	7	O=C(C(NS(=O)(=O)c1cccc2nsnc12)c1ccccc1)N1CCN(c2ccccc2)CC1 (configuration not stated)
1	-0.3	-13	1.2	-1	5	5	15	CCCCC(CC)CNC(=O)c1cccs1 (configuration not stated)
0	0.2	-14	1.1	1	5	-2	0	O=C1CSCC(=O)N1c1ncc(C(F)(F)F)cc1Cl
1	0.2	-13	1	0	-9	-5	19	COc1ccccc1N1CCN(C(=O)N2CCOCC2)CC1
0	0.1	-8	0.83	2	-2	13	-279	CCc1nc(Nc2ccncc2)c2oc3ccccc3c2n1
-32	0.3	0	0.92	2	-5	73*	29	COC(=O)CCCC1=CC2=CC(=O)C(C)(OC(=O)c3cccs3)C(=O)C2=CN1Cc1ccco1 (configuration not stated)
9	-0.4	-22	0.98	-1	-1	7	1	COc1ccccc1OCC(=O)Nc1ccc(N2CCCCC2)cc1
0	-12	3	1	-4	-5	-18	-91	O=C(CSc1n[nH]c(-c2cccs2)n1)N1CCN(S(=O)(=O)c2ccc3ccccc3c2)CC1
-12	-1.5	-8	0.86	-3	24	6	-11	CCN1CCCC1CN(Cc1cc2ccc(C)cc2[nH]c1=O)C(=S)Nc1cccc(OC)c1 (configuration not stated)
2	-1.7	3	0.96	0	-5	12	6	Cc1nc2cc(NC(=O)CS(=O)(=O)c3ccc(F)cc3)ccc2s1
-1	-0.1	-4	0.94	1	-1	9	-15	COC(=O)CC1NCCc2cc(OC)c(OC)cc21 (configuration not stated)
-33	0.8	-10	1.3	-2	-15	9	-394	N=C1c2c(cc(=O)n3c2[nH]c2ccccc23)CN1CCN1CCOCC1
2	0.0	-3	0.92	4	-4	0	13	Cc1ccc(S(=O)(=O)N2CCN(C(=O)COC(=O)CCOc3cc(C)ccc3C)CC2)cc1
-2	-0.2	7	1.1	0	25	-12	-4	COC(=O)c1ccccc1NC(=S)NC(=O)CC(C)C
-2	2.7	-6	0.89	-2	-4	3	8	CCOC(=O)COc1ccc(C(=O)CC)cc1OC
1	0.4	-24	1	-4	2	11	10	CCCN(CCC)C(=O)Nc1ccc(F)cc1F
0	-0.3	-50	0.97	3	1	10	22	CCOc1cccc(Oc2ccc(C(F)(F)F)cn2)c1
0	0.8	-11	1.1	-2	6	-6	20	Cc1c(C(=O)NCCO)sc2nc3n(c(=O)c12)CCC3
-3	0.5	61*	0.91	0	-4	-3	-42	CN1C(=O)C(CC(=O)O)S/C1=N\N=C\c1ccc(O)cc1O (configuration not stated)
1	1.6	-13	0.9	2	-9	34	15	CCCCCn1c(CCNC(=O)c2cccs2)nc2ccccc21
0	-1.6	-10	1	-1	9	3	17	CCCCC(=O)Nc1ccc(C(=O)OC2CCCCC2)cc1
2	-2.0	-15	0.77	-1	3	-12	-2	O=C(CSCCOc1ccccc1)NCc1ccncc1
1	-0.4	-11	1.2	-1	1	-2	4	S=C(NCCc1ccccc1)NCCN1CCOCC1
1	-1.5	1	1	1	-1	-7	12	COCCCn1c(SCC(=O)NC2CCCCC2)nnc1-c1ccco1
7	-0.9	2	0.92	-1	2	-8	8	O=P(c1ccccc1)(c1ccccc1)C1CCCO1 (configuration not stated)
0	1.1	0	0.85	-1	3	13	3	COc1ccc(-c2n[nH]c(=S)n2Cc2ccccc2)cc1
-1	4.1	3	1	0	9	-7	13	COc1ccc(OCC(=O)NCCCn2ccnc2)cc1
0	1.0	-3	1.1	1	9	-23	-108	CC(C)(C)N(Cc1ccccc1)C(=O)c1cccs1
-1	-0.3	-26	1.2	-1	-5	15	1	Cc1ccc2c(c1)N(CC(=O)OCC(=O)NCc1ccccc1)C(=O)CO2
3	40	-22	0.88	-10	-3	-18	18	Cc1cc(C)cc(NC(=O)CSc2nc(CSc3ccc(Cl)cc3)cc(=O)[nH]2)c1
3	0.3	54*	1.3	-1	4	10	-246	Cc1ccc(-n2ncc3c2ncn2c(C)nnc32)cc1C
4	5.3	9	0.96	10	4	4	17	O=C(/C=C/c1ccc(Cl)c([N+](=O)[O-])c1)Nc1ccc(N2CCCC2)cc1
2	2.5	9	0.86	1	-4	-12	4	CC(=O)c1cn(CC(=O)NCc2cccnc2)c2ccccc12
0	0.0	16	1	0	2	14	5	S=C(N/N=C/c1ccco1)NC1CC2CCC1C2 (configuration not stated)
0	1.4	14	0.98	-15	0	1	2	CC1=C(C(=O)Nc2ccc(C(=O)NCCC(C)C)cc2)SCCO1
3	-0.3	-1	1.1	0	-11	11	23	Cc1cc2c(ncn2Cc2ccccc2)c(NS(C)(=O)=O)c1C
2	18	x	x	-7	4	-3	11	O=C(Nc1ccccc1)C(c1ccccc1)C1CCCC1 (configuration not stated)

# Some values from the list.
# In GRIN3A LBD mod, O=C(Nc1ccccc1)C(c1ccccc1)C1CCCC1 (configuration not stated) has the entry -7
# In MPTP inh, Cc1ccc(-n2ncc3c2ncn2c(C)nnc32)cc1C has the entry 0.3
# In PfG6PD inh, O=C(/C=C/c1ccc(Cl)c([N+](=O)[O-])c1)Nc1ccc(N2CCCC2)cc1 has the entry 4
